Screening data deposited in PubChem BioAssay by several laboratories.
Ecoli WT expand: growth inhibitors of wild-type E. coli, primary screen, strain BW25113, expanded library, OD600; OD600 absorbance; growth inhibition, % at 100 µM; 98,000 tested, 0.15% active;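 active = growth inhibition above about 50% at one test dose, limit read from the data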;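 also: growth measured after 20 h incubation at 37 °C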
VCAM1 TNFa inh: inhibitors of TNFa-induced VCAM1 expression, primary screen, imaging, HUVEC, TNFa stimulus, immunofluorescence; HUVEC TNFa-induced VCAM-1 immunofluorescence, high-content imaging; inhibition, % at 2 µM; 95,000 tested, 0.48% active;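 active = inhibition above the batch mean plus 3 SD, with images confirmed as a hit by eye, cut at about 37% in these data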;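 also: 0% = TNF-stimulated DMSO wells and 100% = unstimulated control wells; not every result past the cut was called active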
PLK1 kinase inh: human PLK1 kinase inhibitors, primary screen, biochemical, TR-FRET | Serine/threonine-protein kinase PLK1 (Homo sapiens), P53350 | recombinant PLK1 kinase, TR-FRET peptide phosphorylation | inhibition, % at 10 µM | 97,000 tested, 0.53% active | AID 619, 2007;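 active = inhibition of 50% or more in the single-concentration screen; inactive = inhibition below 50%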;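 also: 0% = DMSO max control and 100% = H-89 dihydrochloride min control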
Target sequence (P53350 whole entry, looked up): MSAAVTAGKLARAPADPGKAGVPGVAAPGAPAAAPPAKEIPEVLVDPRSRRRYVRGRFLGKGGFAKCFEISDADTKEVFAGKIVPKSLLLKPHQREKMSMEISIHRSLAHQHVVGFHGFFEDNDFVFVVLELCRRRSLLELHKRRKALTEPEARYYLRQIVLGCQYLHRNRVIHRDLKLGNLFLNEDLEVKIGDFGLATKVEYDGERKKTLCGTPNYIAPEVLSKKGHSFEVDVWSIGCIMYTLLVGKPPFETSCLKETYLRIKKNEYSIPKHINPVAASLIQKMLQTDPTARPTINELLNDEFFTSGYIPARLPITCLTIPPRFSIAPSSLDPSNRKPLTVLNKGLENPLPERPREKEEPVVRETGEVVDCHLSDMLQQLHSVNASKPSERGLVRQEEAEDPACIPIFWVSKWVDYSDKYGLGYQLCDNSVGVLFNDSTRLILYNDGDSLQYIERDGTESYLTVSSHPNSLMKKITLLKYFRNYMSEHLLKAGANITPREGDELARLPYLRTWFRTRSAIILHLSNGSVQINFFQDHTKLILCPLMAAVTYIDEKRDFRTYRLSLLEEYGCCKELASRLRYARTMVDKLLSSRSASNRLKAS
DAT uptake mod: changed hDAT dopamine uptake under cocaine IC80, either direction, primary screen, cocaine antagonist project, cell-based, LLC-PK1 hDAT, [14C]-dopamine uptake, MLSMR. B-score at 10 µM. Sodium-dependent dopamine transporter (Homo sapiens), Q01959. AID 449768, 2010. 110,000 tested, 1.3% active. LLC-PK1 hDAT cells, [14C]-dopamine uptake with cocaine IC80; actives deviate in either direction;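 active = Z score or B-score, a plate-position-corrected score, falls beyond the plate's 99.7% confidence bounds, in either direction; inactive = both scores lie inside the 99.7% bounds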;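 also: scored against the spread of the other compound wells on the same plate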
cytoskel mod: modifiers of F-actin cytoskeleton organization, primary screen, imaging, HUVEC, phalloidin staining, high-content imaging; inhibition, % at 2 µM; AID 836, 2007; HUVEC TNFa F-actin phalloidin imaging; 91,000 tested, 0.18% active;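 active = inhibition above the batch mean plus 3 SD and confirmed as a hit by visual image inspection, cut at about 30% in these data, passing the limit was not always enough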; also: strong numbers were not always called active
HUVEC tox TNFa: cytotoxicity in TNFa-stimulated HUVEC, primary screen, cytotoxicity control for VCAM1 expression modulator project, imaging, Hoechst nuclei count; 93,000 tested, 0.17% active; HUVEC TNFalpha-stimulated, Hoechst cell count; cell count reduction, % at 2 µM;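 active = cell count reduction exceeding the screen mean by over 5 SD, scaled to untreated wells per plate, cut at about 78% in these data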;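 also: cells counted after 24 h of TNF alpha exposure following the 1 h pretreatment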
Plk1 PBD FP: Plk1 polo box domain binding inhibitors, primary screen, biochemical, fluorescence polarization; Serine/threonine-protein kinase PLK1 (Homo sapiens), P53350; Plk1 PBD phosphopeptide binding; inhibition, %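 (tested at about 20 µM)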; 97,000 tested, 0.13% active; AID 693, 2007; in the data active = inhibition above about 34%, passing the limit was not always enough
sEH inh: soluble epoxide hydrolase inhibitors, primary screen, biochemical, human sEH | Bifunctional epoxide hydrolase 2 (Homo sapiens), P34913 | recombinant human sEH enzymatic activity assay | inhibition, % at 2 µM | 91,000 tested, 0.34% active; in the data active = inhibition above about 80%; also: values of inactives mirror those of a sister screen read the other way; many of its hits are not listed in these tables
IL1B cytotox: cytotoxicity in IL-1B stimulated HUVEC, primary screen, cytotoxicity control for IL-1B NFkB translocation project, imaging, Hoechst nuclear count, IL-1B stimulus | HUVEC cell count loss | AID 845, 2007 | cell count reduction, % at 2 µM | 94,000 tested, 0.41% active;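 active = cell count reduction more than 3 SD above the screen-wide mean, cut at about 70% in these data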;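 also: normalized per plate to untreated control cells as the no-loss baseline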
* hit, by the source's call; . = not tested or not shown.

SMILES	Ecoli WT expand	VCAM1 TNFa inh	PLK1 kinase inh	DAT uptake mod	cytoskel mod	HUVEC tox TNFa	Plk1 PBD FP	sEH inh	IL1B cytotox
Cc1ccc2cc(CN(CC3CCCO3)S(=O)(=O)c3ccc4c(c3)OCCO4)c(=O)[nH]c2c1C (stereo unspecified)	.	21	-15	-1.1	-4	6	8	-1	-9
CCCc1nc(SCC(=O)Nc2cc(Cl)ccc2OC)c2c(=O)n(C)c(=O)n(C)c2n1	5	18	3	-0.1	-7	2	32	8	-65
CC(C)CCn1c(CN(C)Cc2ccccc2)nc2c1c(=O)n(C)c(=O)n2C	-11	1	5	-0.36	16	-34	-24	.	-1
Fc1ccc(-c2nc3n(n2)Cc2ccccc2-3)cc1	-14	28	1	-0.0066	-32	10	-7	4	-18
CN(c1ccccc1C(=O)N1CCN(c2cccc(Cl)c2)CC1)S(C)(=O)=O	7	-1	-16	-0.11	-3	-16	-18	-1	.
O=C(NCCCn1ccnc1)Nc1ccc(Cl)cc1Cl	20	18	-8	0.25	-9	-8	-5	13	.
CCc1sc(C(=O)N2CCN(S(C)(=O)=O)CC2)cc1Br	4	-36	-10	-1.8	-17	-18	2	0	9
O=C(Nc1nccs1)C1CCN(S(=O)(=O)c2cccnc2)CC1	1	-3	1	-1.8	-15	-7	9	4	-8
Cc1cc(C(C)(C)C)cc(S(=O)(=O)NCC(=O)O)c1C	0	19	-7	0.2	-14	-6	4	-6	11
CCn1c(O)c(C=NCc2cccs2)c(=O)n(CC)c1=S	-3	1	4	0.89	-23	2	-7	6	-9
CN(C)CCCNCCCNC(=O)c1ccncc1	2	-4	0	0.3	1	.	13	12	-3
Cc1cc(C)nc(SCCC(=O)N2CCOCC2)n1	-1	-5	-10	-1.1	-14	3	-26	-2	15
C=CCn1c(SCC(=O)Nc2ccc3c(c2)OCO3)nnc1-c1ccccc1OC	-4	20	-9	-0.56	-2	-33	0	9	-50
Cc1nc(-c2cccc(NC(=O)c3cc4cc(Br)ccc4oc3=O)c2)cs1	-18	3	4	1.1	14	-6	-23	4	-78
Cc1cc(NC(=O)CSc2nc(C3CC3)nc3sc4c(c23)CCC(C)C4)no1 (stereo unspecified)	.	24	-7	0.19	10	1	-14	-6	-8

Compound profiles, as listed above. Screens in order: Ecoli WT expand	VCAM1 TNFa inh	PLK1 kinase inh	DAT uptake mod	cytoskel mod	HUVEC tox TNFa	Plk1 PBD FP	sEH inh	IL1B cytotox
`O=C(Nc1nccs1)C1CCN(S(=O)(=O)c2cccnc2)CC1` in the list: 1	-3	1	-1.8	-15	-7	9	4	-8
`Cc1cc(C(C)(C)C)cc(S(=O)(=O)NCC(=O)O)c1C` in the list: 0	19	-7	0.2	-14	-6	4	-6	11
`Cc1nc(-c2cccc(NC(=O)c3cc4cc(Br)ccc4oc3=O)c2)cs1` in the list: -18	3	4	1.1	14	-6	-23	4	-78
`O=C(NCCCn1ccnc1)Nc1ccc(Cl)cc1Cl` in the list: 20	18	-8	0.25	-9	-8	-5	13	.

Further records.
SMILES	Ecoli WT expand	VCAM1 TNFa inh	PLK1 kinase inh	DAT uptake mod	cytoskel mod	HUVEC tox TNFa	Plk1 PBD FP	sEH inh	IL1B cytotox
Cc1ccc(S(=O)(=O)NC(=O)c2cc(C)n(-c3cc(S(=O)(=O)N4CCOCC4)ccc3N3CCCC3)c2C)cc1	-4	-27	-8	0.0099	-1	-3	4	-1	-3
Cc1ccc(NC(=O)/C(=C\c2cccc(Br)c2)NC(=O)c2ccco2)cc1	-12	-16	-14	-0.21	-15	-14	-6	0	-57
Cc1ccc(-c2cc(C(F)(F)F)n3nc(C(=O)NCCCn4ccnc4)cc3n2)cc1C	-2	0	-3	0.55	0	-4	-23	-7	10
CC1=NN(/C(=N\c2nnc(C)s2)Nc2ccccc2)[C@H](c2ccc(C)cc2)S1	.	5	-6	0.028	2	-16	-18	15	5
CCOC(=O)c1ccc(-n2c(C)nc3c(cnn3-c3ccc(Cl)cc3)c2=O)cc1	-11	21	-11	0.97	4	5	-15	2	0
Nc1nc(-c2ccccc2Br)cs1	14	-11	-5	0.76	-26	3	-28	0	46
Cc1cc(N2CCN(c3ccccc3Cl)CC2)n2cc(-c3ccccc3)nc2n1	-6	-2	-3	2.1	0	-25	-44	-4	-27
O=C(NCc1ccc(F)cc1)c1ccc(CS(=O)(=O)Cc2ccccc2F)o1	3	-13	-8	1.4	-52	-10	2	1	-45
CCCC(C(=O)NCc1ccco1)N(C(=O)CNS(=O)(=O)c1ccc(Cl)cc1)C1CCCC1 (stereo unspecified)	-14	0	-7	0.43	-9	0	8	2	-4
Cc1ccccc1C(=O)NNc1ccc([N+](=O)[O-])cc1	4	16	-14	0.67	-8	-5	-6	-6	5
O=C(c1ccc(Br)cc1)N1CCCC1	7	-9	-3	0.0047	5	-22	-19	3	-93
COC(=O)N/N=C/c1ccc([N+](=O)[O-])o1	.	-12	-12	-0.8	-22	.	-12	-16	-44
COc1ccc(C(NC(=O)c2ccco2)c2ccc(OC)c(OC)c2)cc1OC	5	17	-9	-0.43	-101	-20	14	-14	-14
COc1ccccc1-c1nc(-c2ccncc2)no1	4	-35	-12	0.015	16	-54	6	0	-8
COc1ccc(C(=O)NC2(C(F)(F)F)C(=O)Nc3c2c(=O)[nH]c(=O)n3CCc2ccc(OC)c(OC)c2)cc1 (stereo unspecified)	6	-17	-14	-1.1	20	1	8	-14	-3
Cc1cc(=O)oc2cc(OCC(=O)NCc3ccccn3)ccc12	2	10	-12	-0.001	10	15	-7	9	-18
COc1ccc(C2=CC(=O)OC3(CCCC3)O2)cc1	4	-5	-10	0.23	-8	-22	-18	-7	-100
COCCCNC(=O)c1c(N)n(/N=C/c2ccccn2)c2nc3ccccc3nc12	-6	8	-15	1.5	-40	-22	2	-23	10
COCCCNC(=O)CC1Oc2ccccc2NC1=O (stereo unspecified)	-4	-4	-6	0.028	-11	-3	4	4	22
Cc1[nH]c2ccccc2c1[C@H]1[C@@H](CC#N)C1(C)C	12	-2	1	0.43	20	-25	-23	-6	22
Cc1cc(/C=N/n2cnnc2)c(C)n1-c1ccc(OCc2ccc(F)cc2)cc1	3	8	-6	0.032	-1	-17	10	-2	17
CC(=O)NC(Cc1ccccc1F)C(=O)NC1CCN(C(=O)c2cnccn2)CC1 (stereo unspecified)	1	18	-10	-0.016	-10	0	14	-6	6
CC1(C)Cc2c(sc3ncnc(N)c23)CO1	0	-10	29	-1.2	-17	21	2	0	17
O=C(Nc1ccc(Cl)c(C(F)(F)F)c1)c1ccco1	30	2	1	1.2	-32	-24	28	23	-16
CC1CCC(NC(=O)CN2CCCN(Cc3ccc(F)cc3Cl)C2=O)CC1 (stereo unspecified)	5	1	-14	0.065	2	-9	-8	.	-20
O=[N+]([O-])c1c(C(Cl)Cl)nn(-c2ccccc2)c1N1CCCC1	6	4	-5	0.97	19	-10	13	-4	11
CC1CN(C(=O)/C=C/c2ccc3c(c2)OCO3)CC(C)O1 (stereo unspecified)	6	-6	-4	0.16	-29	18	4	-14	-3
CCn1c(CCNC(=O)c2cccs2)nnc1SCC(=O)c1ccc(OC)cc1	.	3	-5	-0.43	-2	1	0	-15	29
CCCc1cc(C(=O)Nc2sc3c(c2C(=O)OCC)CCCC3)no1	-8	5	-1	-0.05	2	-21	4	-2	36
O=C(CSc1nnc(Cc2cc(=O)[nH]c(=O)[nH]2)n1-c1ccc(F)cc1)NC1CCCC1	8	2	-13	-0.96	1	6	9	1	22

A stretch taken from the entries so far:
SMILES	Ecoli WT expand	VCAM1 TNFa inh	PLK1 kinase inh	DAT uptake mod	cytoskel mod	HUVEC tox TNFa	Plk1 PBD FP	sEH inh	IL1B cytotox
Cc1cc(=O)oc2cc(OCC(=O)NCc3ccccn3)ccc12	2	10	-12	-0.001	10	15	-7	9	-18
COc1ccc(C2=CC(=O)OC3(CCCC3)O2)cc1	4	-5	-10	0.23	-8	-22	-18	-7	-100

The results go on:
SMILES	Ecoli WT expand	VCAM1 TNFa inh	PLK1 kinase inh	DAT uptake mod	cytoskel mod	HUVEC tox TNFa	Plk1 PBD FP	sEH inh	IL1B cytotox
O=C(Cc1ccccc1)Nc1c2c(nn1-c1cccc(Cl)c1)CS(=O)(=O)C2	-4	13	66*	0.066	-2	-36	5	6	-74
Cc1cc(Br)ccc1OCC(=O)N(Cc1nc(-c2ccccc2)no1)C(C)C	-11	15	-11	-1.3	2	-21	-18	-8	-22
Cc1ccc(Cl)cc1-n1c(=O)cc(N2CCN(C(=O)c3ccco3)CC2)[nH]c1=O	.	-20	-10	0.29	9	-37	2	18	-17
CCC(C)NC(=O)c1cc(Cl)ccc1OC (stereo unspecified)	-3	4	-9	-0.4	8	-12	8	5	-7
COC(=O)c1c(C)[nH]c(C)c1-c1ccccc1Cl	-6	13	-10	1.1	-11	60	-44	-15	2
c1cncc(-c2nc3ccccn3c2Nc2ccc3c(c2)OCCO3)c1	1	8	-15	.	2	-50	5	2	-7
Cn1cnnc1SC1CCCCC1NS(=O)(=O)c1ccc(Cl)cc1 (stereo unspecified)	.	-1	-15	-0.79	-16	-11	-2	10	-19
CCc1ccccc1NC(=O)CSc1nnc(-c2ccco2)n1N	3	-10	-16	-0.66	3	14	-14	-13	-8
Cc1cccc(N(CC(=O)N/N=C/c2ccc(OCC(=O)NCc3ccco3)cc2)S(C)(=O)=O)c1C	0	78*	-11	2.2	0	44	-2	6	-10
Cc1cc(C(=O)CSc2nnnn2C)c(C)n1CCc1ccc(F)cc1	-3	-13	-7	-0.98	0	-16	-17	5	-23
O=C(/C=C/Nc1ccc(OC(F)(F)F)cc1)C(F)(F)F	5	-2	-7	-0.36	8	4	-19	0	-9
Cc1ccc(CNC(=O)CSc2nc(C)cc(C)c2C#N)cc1	-6	0	-5	1.3	8	-15	6	-10	16
CC(C)Cc1cc(C(=O)NCc2cccnc2)no1	11	7	-1	0.66	12	-22	12	2	-17
CCCC(=O)Nc1nnc(Cc2ccccc2)s1	9	20	7	0.024	10	-5	-10	-28	-29
Cc1ccc(S(=O)(=O)CC(=O)NC2CC2)cc1	4	-6	-3	0.63	-5	2	-16	6	5
COc1ccc(-c2nnc(SCC(=O)Nc3ccccc3OC)o2)cc1	.	-6	-4	-0.9	7	-29	8	-2	18
Nc1cc(C(=O)O)ccc1Nc1ccc(F)c(F)c1	8	-11	-9	1.2	-14	19	16	-10	-8
O=c1c2c(-c3ccccc3)csc2nc2n1CCC2	2	2	-1	1.6	-4	-25	9	-1	-8

Ordered by molecular weight (rising): six of the compounds above.
SMILES	Ecoli WT expand	VCAM1 TNFa inh	PLK1 kinase inh	DAT uptake mod	cytoskel mod	HUVEC tox TNFa	Plk1 PBD FP	sEH inh	IL1B cytotox
CC(C)Cc1cc(C(=O)NCc2cccnc2)no1	11	7	-1	0.66	12	-22	12	2	-17
CCCC(=O)Nc1nnc(Cc2ccccc2)s1	9	20	7	0.024	10	-5	-10	-28	-29
Nc1cc(C(=O)O)ccc1Nc1ccc(F)c(F)c1	8	-11	-9	1.2	-14	19	16	-10	-8
O=C(/C=C/Nc1ccc(OC(F)(F)F)cc1)C(F)(F)F	5	-2	-7	-0.36	8	4	-19	0	-9
c1cncc(-c2nc3ccccn3c2Nc2ccc3c(c2)OCCO3)c1	1	8	-15	.	2	-50	5	2	-7
Cc1cc(Br)ccc1OCC(=O)N(Cc1nc(-c2ccccc2)no1)C(C)C	-11	15	-11	-1.3	2	-21	-18	-8	-22
